Compound activity as filed in PubChem BioAssay.
Menin-MLL TR inh: qHTS Assay for Inhibitors Targeting the Menin-MLL Interaction in MLL Related Leukemias: Competition With Texas Red Labeled MLL-derived Mutant Peptide; Potency, µM (doses to about 61.6 µM), inactives show at the highest dose FP activity change, negative = inhibition, most hits filed as inhibitors; AID 1768, 2009; Menin + Texas Red MLL mutant peptide, fluorescence polarization; 0.23% of 270,000 active; active means well fitted inhibition curve with a large enough effect in the polarisation, with a control signal flat, not every such curve was filed as active; inconclusive means small, poorly fitted or top-dose-only effect, or effect the other way, or a change in a side signal; inactive means no such curve, though single readings can be large or run the other way; the % refers to the polarisation; further: potency means the concentration at half of the fitted maximal effect; % of control where 0% means no effect; many of its hits are not listed in these tables
Target sequence (O00255 whole entry, looked up): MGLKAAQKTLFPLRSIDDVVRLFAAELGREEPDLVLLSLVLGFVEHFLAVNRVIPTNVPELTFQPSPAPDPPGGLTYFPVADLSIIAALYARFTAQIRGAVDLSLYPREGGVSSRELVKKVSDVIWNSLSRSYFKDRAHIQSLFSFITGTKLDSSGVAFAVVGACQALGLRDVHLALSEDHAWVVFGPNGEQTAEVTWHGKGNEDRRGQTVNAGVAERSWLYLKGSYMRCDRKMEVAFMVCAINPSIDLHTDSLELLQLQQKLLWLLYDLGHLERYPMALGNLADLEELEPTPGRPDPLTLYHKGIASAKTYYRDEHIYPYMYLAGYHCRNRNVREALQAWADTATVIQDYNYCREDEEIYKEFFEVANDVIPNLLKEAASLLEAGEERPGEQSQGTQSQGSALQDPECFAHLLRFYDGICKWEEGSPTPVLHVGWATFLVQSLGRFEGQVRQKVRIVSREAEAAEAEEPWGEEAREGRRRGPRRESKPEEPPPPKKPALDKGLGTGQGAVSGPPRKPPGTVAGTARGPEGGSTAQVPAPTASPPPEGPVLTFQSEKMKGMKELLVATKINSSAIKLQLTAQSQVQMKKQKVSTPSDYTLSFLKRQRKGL
KCNH2 3.1 block: qHTS for Inhibitors of KCHN2 3.1: Mutant qHTS. activity change, % (tested at about 1.8 µM). 0.95% of 340,000 active. Potassium voltage-gated channel subfamily H member 2, brain isoform KCNH2 3.1 (human). U2OS KCNH2 3.1, thallium flux FluxOr; active compounds read low;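 active means maximum activity change below -70%; inconclusive means maximum activity change from -70% to -50%; inactive means maximum activity change above -50%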;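 further: thallium influx rate constant from kinetic fluorescence after stimulation buffer; on the % scale 0 is the no-effect control and ±100 the full control effect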
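Thallium flux via FluxOr fluorescence (Red40 quencher, 45 min loading) in U2OS cells virally expressing the KCNH2 3.1 isoform (1.77 x 10^8 /mL virus, overnight at 37 C). Rate constants from 2-min kinetic reads post-stimulation, normalised to positive and negative controls.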
KCNH2 WT inh: qHTS for Inhibitors of KCHN2 3.1: Wildtype qHTS; Voltage-gated inwardly rectifying potassium channel KCNH2 (Homo sapiens), Q12809; activity change, % at 1.84 µM; 0.37% of 340,000 active; U2OS, BacMam KCNH2, thallium flux FluxOr; active compounds read low; AID 720551, 2013;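 active means maximum activity change below -70%; inconclusive means maximum activity change between -70% and -50%; inactive means maximum activity change above -50%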; further: on the % scale 0 is the no-effect control and ±100 the full control effect
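U2OS cells were transduced with wild-type KCNH2 virus (2.03 x 10^8 / mL) for 4 h at room temperature, then cultured overnight at 37 C. Thallium flux was read with FluxOr dye. Rate constants were normalized to DMSO controls.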
PKM2 act: qHTS Assay for Activators of Human Muscle isoform 2 Pyruvate Kinase; 0.34% of 260,000 active; Pyruvate kinase PKM (Homo sapiens), P14618; purified PKM2, Kinase-Glo ATP luminescence, activation; response scale: 0% is enzyme alone, no compound; Potency, µM (top dose mostly 57.5 µM), inactives show top-dose activation, most hits filed as activators; further: potency means the concentration at half of the fitted maximal effect; on the % scale 0 is the no-effect control and ±100 the full control effect; nearly all actives have a fitted effect of over 55% in size
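hPK-M2, >95% pure; 0.1 mM ADP / 0.5 mM PEP final; imidazole pH7.2 buffer w/ 7 mM MgCl2, 50 mM KCl; 1 h RT; Kinase-Glo lum. Intermediate enzyme activity for dual inhibitor/activator qHTS.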
Coupling enz: qHTS Assay for Inhibitors of Fructose-1,6-bisphosphate Aldolase from Giardia Lamblia: Coupling assay counterscreen | 0.67% of 290,000 active | coupling enzyme system counterscreen, AmpLite Red fluorescence | activity change, negative = inhibition, % at 58.2 µM, hits read low; in the data active means activity change below about -30%; further: on the % scale 0 is the no-effect control and ±100 the full control effect
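First, compound is pin-transferred into glyceraldehyde-3-phosphate coupling-enzyme reagent at 57.5 uM final and held 10 min at RT. Next, substrate, coupling system and AmpLite Red are added. After 20 min RT, fluorescence (525/598 nm) is read.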
GALK inhibitor: qHTS Assay for Inhibitors of Human Galactokinase (GALK). P51570. Purified GALK, Kinase-Glo residual ATP luminescence. Potency, µM (doses to about 57.5 µM), inactives show top-dose activity change, negative = inhibition, hits mostly inhibitors. 0.007% of 270,000 active. AID 1868, 2009; further: potency means the concentration at half of the fitted maximal effect; on the % scale 0 is the no-effect control and ±100 the full control effect
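Galactose (100 uM) and ATP (35 uM) were turned over by 5 nM GALK for 1 h at RT. Kinase-Glo Plus then converted the remaining ATP into a luminescent signal.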
TRPV1 agonist: HTS Assay for Compounds that Act as Agonists of the Vanilloid Receptor 1. Transient receptor potential cation channel subfamily V member 1 (Homo sapiens), Q8NER1. activation, % at 8.33 µM. AID 540275, 2011. TRPV1-expressing cells, Fluo-8 calcium influx, agonist mode. 0.19% of 320,000 active; in the data active means activation above about 80%; inconclusive means between about 30% and that limit; further: 0% is about no effect
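Cells expressing TRPV1 were dye-loaded with Fluo-8 and read kinetically: 10 s baseline, 3 min after compound (agonist portion), then 2 min after EC20 capsaicin (allosteric enhancer portion). Calcium-bound dye fluorescence at 480/520 nm.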
B2AR arrestin: qHTS assay of beta-arrestin-biased ligands of beta2-adrenergic receptor | Beta-2 adrenergic receptor (Homo sapiens), P07550 | beta-arrestin recruitment to beta2AR, cell-based reporter | Potency, µM (titrated, usually from 46.1 µM), for inactives: top-dose activation, actives largely listed as activators | 0.02% of 330,000 active;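 further: potency means the concentration at half of the fitted maximal effect; 0% = DMSO controls and full agonism = EC100 isoproterenol or metaproterenol; nearly all actives have a fitted effect of over 65% in size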
Target sequence (P07550 whole entry, looked up): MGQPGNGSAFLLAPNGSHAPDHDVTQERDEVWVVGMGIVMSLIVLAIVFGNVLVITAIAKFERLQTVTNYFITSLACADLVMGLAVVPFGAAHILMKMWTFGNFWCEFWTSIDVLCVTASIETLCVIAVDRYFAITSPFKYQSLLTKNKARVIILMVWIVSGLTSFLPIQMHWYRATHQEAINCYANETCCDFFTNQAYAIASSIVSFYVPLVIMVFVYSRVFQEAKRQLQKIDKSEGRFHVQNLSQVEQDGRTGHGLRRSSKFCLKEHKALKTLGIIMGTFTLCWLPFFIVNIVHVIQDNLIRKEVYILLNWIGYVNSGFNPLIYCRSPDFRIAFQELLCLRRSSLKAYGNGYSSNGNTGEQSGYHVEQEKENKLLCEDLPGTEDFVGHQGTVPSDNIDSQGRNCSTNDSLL
Giardia kill: Small Molecules that selectively kill Giardia lamblia: qHTS | Giardia lamblia trophozoite viability | activity change, % at 7.66 µM, hits read low | 0.15% of 340,000 active; in the data active means activity change below about -80%; inconclusive means between about -30% and that limit;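 further: parasites exposed to compound for two days anaerobically before the ATP read; on the % scale 0 is the no-effect control and ±100 the full control effect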
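Trophozoites 100 cells/well + cpd; 48 hrs, 37 deg C, anaerobic. ATPLite 1-Step added, 15-30 min RT, luminescence read (ATP-based viability).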
MLL CXXC-DNA inh: qHTS Fluorescence Polarization Assay for Inhibitors of MLL CXXC domain - DNA interaction; Potency, µM (highest dose often 115 µM), for inactives: top-dose activity change, negative = inhibition, actives largely listed as inhibitors; MLL-CXXC / FITC-HOXA9 DNA fluorescence polarization; 0.037% of 290,000 active; Histone-lysine N-methyltransferase 2A (Homo sapiens), Q03164; active means well fitted inhibition curve with a large enough effect in the polarisation, with a control signal flat, not every such curve was filed as active; inconclusive means small, poorly fitted or top-dose-only effect, or effect the other way, or a change in a side signal; inactive means no such curve, though single readings can be large or run the other way; the % refers to the polarisation; further: potency means the concentration at half of the fitted maximal effect
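Steps: dispense CXXC domain solution (7 uM) → pin compounds or unlabeled HOX-A9 DNA control → 5 min ambient → add FLSN-HOX-A9 solution (50 nM) → spin → 30 min ambient → fluorescence polarization. Tris pH 7.5/NaCl/DTT/BSA buffer.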
USP2a inh: qHTS Assay for Inhibitors of Ubiquitin-specific Protease USP2a Using CHOP2 as the Reporter; Ubiquitin carboxyl-terminal hydrolase 2 (Homo sapiens), O75604; USP2 core, Ub-CHOP2 coupled fluorogenic reporter, 485/531; Potency, µM (titrated, usually from 38.3 µM), for inactives: top-dose activity change, negative = inhibition, most hits filed as inhibitors; 0.01% of 330,000 active;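 further: potency means the concentration at half of the fitted maximal effect; plate controls were DMSO wells for no effect and full inhibition by NEM control for full effect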
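Cell-free coupled assay: 10nM USP2 core preincubated 30min RT with compound in Tris-HCl pH 8.0/CaCl2/CHAPS buffer, then 25nM Ub-CHOP2 and 25nM reporter substrate; fluorescence (Ex 485/Em 531) read after 60min RT, normalized to NEM inhibition, concentration-response curves fitted.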
An asterisk follows results filed as active; ? = inconclusive; . = not tested or not shown; [ ] = remark or other dose. Unless noted, the call rests on the fitted dose curve; in most records, active means well fitted curve in the direction sought with a large enough effect; inconclusive means small, poorly fitted or top-dose-only effect, or another doubt; inactive means no such curve, though single readings can be large; an effect the other way counts as inactive or inconclusive. An excerpt; count on the stated rates, not on these rows.

SMILES	Menin-MLL TR inh	KCNH2 3.1 block	KCNH2 WT inh	PKM2 act	Coupling enz	GALK inhibitor	TRPV1 agonist	B2AR arrestin	Giardia kill	MLL CXXC-DNA inh	USP2a inh
CCOC(=O)C1CCCN(S(=O)(=O)c2c(C(=O)N3CCCCC3)c(C)n(C)c2C)C1 (stereo not given)	-1%	18	-14	-12%	-1	0%	1	0.4%	22	13%	2%
CC1(C)Cc2c(ccc3ccccc23)C(=O)N1	5%	-1	1	0%	0	-1%	5	-0.9%	8	2%	0%
CC(=O)NC(CC(=O)N(Cc1ccccc1)c1cccc(C)c1)c1ccccc1 (stereo not given)	.	-5	0	1%	.	-8%	29	2.0%	-4	2%	2%
CCOc1ccc(N2CCCCn3c2nc2c3c(=O)[nH]c(=O)n2C)cc1	-1%	.	.	1%	-1	0%	-1	-0.9%	.	-4%	0%
CC(Sc1nc(-c2ccccc2)cc(C(F)(F)F)n1)C(=O)O (stereo not given)	?	12	-2	1%	10	10%	1	0.1%	2	4%	2%
COc1cccc(CNC(=O)Cn2cc3c(n2)CCCC3)c1	6%	4	-9	8%	0	0%	12	0.0%	3	21%	-1%
CC(=O)c1ccccc1OCCOCCOCCOc1ccccc1C(C)=O	5%	3	-7	-2%	11	-2%	-1	0.1%	3	0%	-1%
CC(C)(C)NC(=S)NNC(=O)c1ccc2ncccc2c1	1%	-3	0	-2%	-6	-1%	11	-0.5%	10	-17%	5%
C/C(=N\NC(=O)CN1CCN(S(=O)(=O)c2ccc(C)cc2)CC1)c1ccc(O)cc1	.	-6	-6	1%	0	3%	-2	-0.7%	0	0%	0%
Nc1nonc1-n1nnc(C(=O)N/N=C/c2ccc(OCc3ccccc3)cc2)c1COc1ccc(F)cc1	.	-18	-12	-3%	-2	-2%	9	-0.1%	9	-14%	4%
Cc1ccc(C(=O)CN(C(=O)c2ccc(Cl)c(Cl)c2)N2C(=O)C3CCCCC3C2=O)cc1 (stereo not given)	1%	-8	-4	0%	2	3%	2	0.5%	5	9%	0%
O=C(CSCc1ccccc1)Nc1ccc(F)cc1F	-4%	22	3	2%	0	1%	?	-0.5%	2	-2%	0%
COc1cc(-n2c(-c3ccccc3)n[nH]c2=S)c(OC)cc1Cl	1%	5	-2	-7%	0	0%	-8	-0.3%	4	1%	0%
CCc1nnc(NC(=O)c2ccc(COc3ccccc3)o2)s1	-4%	-5	-24	6%	0	0%	-1	-0.5%	10	-5%	4%
COc1ccc(-c2cc(=O)c3c(OC)c(OC)c(OC)c(OC)c3o2)cc1	?	-12	-6	.	-6	.	.	.	?	.	.
COC(=O)c1sccc1NC(=O)c1csc2c1CCCC2	-26%	-5	-2	2%	-1	0%	4	-0.4%	-11	1%	0%
CC(=O)Nc1ccc2nc3c(=O)n(C)c(=O)n(C)c3nc2c1	.	-11	-7	7%	-16	-5%	2	0.3%	-2	?	18%
COc1ccc(N(CC(=O)NC(C)(C)C)S(=O)(=O)c2ccccc2)cc1OC	-12%	2	2	-3%	1	0%	-2	0.5%	2	10%	-2%
COc1cccc(/C=N/NC(=S)NC2CC3CCC2C3)c1OC (stereo not given)	.	-5	-1	-19%	0	9%	0	0.1%	-5	7%	2%
Cc1ccccc1CC1(CO)CCCN(C(=O)CCC(F)(F)F)C1 (stereo not given)	-17%	0	7	-1%	0	4%	13	8.3%	11	5%	0%
CCC(CC)C(=O)Nc1cccc(/C(C)=N\NC(=O)c2ccc(C)s2)c1	-28%	7	3	2%	2	-1%	2	0.2%	-2	-2%	7%
O=C(NC1CC1)c1ccc(CSCc2cccc(F)c2)o1	-1%[11.7 µM]	-2	-1	-3%	1	1%	.	0.3%	-13	-12%	3%
COCCN1CCn2c(nc3cc(NC(=O)c4cccs4)ccc32)C1	0%	-5	22	-1%	-12	0%	-3	-0.2%	-5	4%	1%
CCOc1ccccc1Oc1cn[nH]c1-c1ccc(O)cc1O	?	5	0	.	-2	-14%	0	-0.1%	-13	-3%	2%
CCCc1cc(=O)oc2cc(C)cc(OCC(=O)NCc3cccnc3)c12	?	-11	-20	3%	5	5%	-5	-0.9%	5	5%	-1%
O=[N+]([O-])c1cccc(-c2noc(-c3ccco3)n2)c1	.	16	-1	2%	2	10%	-1	0.0%	-20	10%	-1%
N#CC1(NC(=O)COC(=O)c2ccc(Cl)nc2)CCCCC1	.	-1	2	.	.	.	2	-0.3%	-3	.	2%
Cc1ccc(-n2ccnc2SCC(=O)c2c(N)n(C3CC3)c(=O)[nH]c2=O)cc1C	.	-12	15	.	.	.	2	0.0%	19	.	0%
Cc1ccc2c(c1)C1(C(=O)N2C)N2CC3(C)CN1CC(C)(C2)C3=O (stereo not given)	-1%	-1	-11	-3%	-4	0%	1	-0.5%	-6	-12%	3%
CCOC(=O)c1c(NC(=O)c2cc3n(n2)C(C(F)(F)F)CC(c2ccccc2)N3)sc(C)c1C (stereo not given)	-15%	-5	-20	-5%	0	-1%	-1	-0.3%	-1	-9%	0%
Cc1nn(Cc2c(Cl)cccc2Cl)c(C)c1NC(=O)Cn1nc([N+](=O)[O-])c(Cl)c1C	29%	-10	9	4%	0	-1%	2	0.3%	12	7%	1%
C=CCn1c(N)c(C(=O)NCc2ccco2)sc1=S	2%	14	23	8.9µM*	-1	-1%	0	0.0%	-18	4%	-1%
COc1ccc(CNCC(O)COCc2cccs2)cc1 (stereo not given)	-8%	10	69	2%	0	3%	3	-0.8%	-2	2%	1%
NC[C@@]12CCCC1C1CCC2C1 (stereo not given in full)	0%	.	.	4%	2	1%	-5	0.0%	.	4%	5%
Cc1cc(C(=O)COC(=O)Cc2n[nH]c(=O)c3ccccc23)c(C)n1-c1cccc(C(F)(F)F)c1	-2%	-2	19	-1%	2	-4%	9	-0.8%	-7	12%	4%
COc1ccccc1C(=O)CN1C(=O)NC2(CCCCCC2)C1=O	.	2	2	.	.	.	.	0.0%	1	.	3%
COc1ccc(/C=C/C(=O)N2CCCc3ccccc32)c(OC)c1	22%	8	-79*	3%	-3	15%	-3	0.0%	-9	-2%	-14%
COc1nc(NCC(C)C)nc(Oc2ccc(OCc3ccccc3)nn2)n1	-3%	7	-5	0%	1	-2%	1	-0.1%	-1	3%	1%
CC1=CC(c2ccc(Cl)cc2)n2nc(N3C(=O)CCC3=O)nc2N1 (stereo not given)	-22%	-6	-1	-4%	1	0%	0	0.1%	11	6%	-1%
Cc1ccc(N2C(=O)N(CC(=O)Nc3cccc(Cl)c3)C(=O)C2C)cc1 (stereo not given)	.	-11	10	.	.	.	5	-0.2%	9	.	3%
Cc1cc(C)n(-c2ccc(C(=O)C(C#N)c3nc4ccccc4n3C)cc2)n1 (stereo not given)	-25%	3	2	-2%	4	4%	-1	0.0%	0	16%	4%
COc1ccc(S(=O)(=O)N2CCCC2)c(C)c1C	-2%	4	-4	-6%	3	2%	13	-0.2%	-15	23%	1%
CCOc1ccc(NC(=S)NCCCc2ccccc2)cc1	14%	-11	-16	-5%	0	-3%	22	-0.2%	-24	-4%	-1%
O=C(O)CCc1ccc(-c2ccc(Cl)cc2)n1CC(=O)O	4%	10	-2	10%	11	3%	0	-0.1%	9	13%	-2%
COc1ccc(C)cc1NC(=O)n1ncc2cc(Cl)ccc21	25%	-27	8	.	2	-1%	-5	-0.3%	-14	-5%	5%
CSc1nc2ccsc2c(=O)n1-c1ccccn1	11%	5	-7	1%	2	1%	0	0.0%	12	-4%	0%
COc1cc(C(=O)Nc2ccc3c(c2)OCCO3)ccc1OC(F)F	5%	3	-2	-20%	-12	2%	3	2.9%	-6	-12%	-4%
